From PubChem
ER stress surv – ER stress cell death inhibition; CSM14.1 thapsigargin ER stress survival, ATP luminescence; relative survival (cellular ATP), % at 15 µg/mL (by protocol); actives 0.33% (n = 48,000);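 active means survival measured by cellular ATP above 50% at 15 µg/ml in the first screen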;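 further: cell death triggered by about 15 µM thapsigargin; ATP read 24 h after thapsigargin was added; plate controls were thapsigargin with DMSO for no effect and DMSO without thapsigargin for full effect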
The depositor's hits bear a star.

SMILES	ER stress surv
CCOc1ccc(N2C(=O)NC(=O)/C(=C\c3ccc(OCC(=O)O)c(OC)c3)C2=O)cc1	22.5
Cc1c(C(=O)OC(C)C)sc(NC(=O)c2cc(Cl)ccc2Cl)c1C(=O)OC(C)C	2.1
O=C(NCCc1ccc(Cl)cc1)Nc1ccc(Br)cc1	-4.1
CC1(C)Cc2c(ccc3ccccc23)C(=O)N1	-3.7
O=C1NC(=Nc2ccccc2Cl)S/C1=C/c1ccc(-c2ccccc2Cl)o1	2.9
O=C(Nc1ccccc1O)c1ccc(-c2ccc(Cl)cc2Cl)o1	-0.3
Cc1ccc(N=Cc2c(O)ccc3ccccc23)nc1	-14.9
Cc1ccccc1NC(=O)CCc1ccccc1	8.3
O=C(NCC1CCCO1)C12CC3CC(CC(C3)C1)C2 (stereo unspecified)	2.7
O=C(Cc1ccccc1)Nc1ccc([N+](=O)[O-])cc1Cl	-4.5
O=C1NN(c2cccc(Cl)c2)C(=O)/C1=C\c1ccc(F)cc1	-3.7
Fc1cccc(Cl)c1CSc1nnc(-c2ccc(Br)cc2)o1	11.7
O=C(O)c1ccc(C(=O)Nc2ccccc2Oc2ccccc2)c(C(=O)O)c1	11.1
CC1CSc2nc3sc4c(c3c(=O)n21)CCCC4 (stereo unspecified)	4.0
CCOc1ccc(NC2=C([N+](=O)[O-])CS(=O)(=O)C2)cc1	3.7
COc1ccc(/C(O)=C/c2nc3ccccc3n(-c3ccccc3)c2=O)cc1	10.5
CCCCOc1ccc(C2Nc3ccccc3NC3=C2C(=O)CC(C)(C)C3)cc1 (stereo unspecified)	-3.0
CC1(C)CC(=O)C=C(Nc2ccc(F)cc2F)C1	1.2
COc1ccc(C2SCCN2S(=O)(=O)c2ccc3ccccc3c2)cc1 (stereo unspecified)	14.4
COc1ccc(CN2CCN(C(=O)c3ccccc3F)CC2)cc1Br	-6.2
CCN(CC)c1ccc(/C=C(\NC(=O)c2ccccc2Cl)C(=O)NN)cc1	29.0
N#CCCN1CCN(c2cc(N3CCOCC3)c(F)cc2[N+](=O)[O-])CC1	-0.3
CCc1cccc(NC(=O)c2cnccn2)c1	0.9
Cc1cc(C)nc(N2CCN(c3ncnc4c3cnn4-c3ccccc3)CC2)n1	2.0
CCOC(=O)c1c(CN(CCO)CCO)n(C)c2c1cc(OC(C)=O)c1c2c(-c2ccccc2)nn1-c1ccccc1	3.0
O=C(COc1ccccc1[N+](=O)[O-])NC(c1ccccc1)c1c(O)ccc2ccccc12 (stereo unspecified)	3.4
COc1cc(/C=N\NC(=O)CNc2ccc(C)cc2)cc(Br)c1O	-0.5
COc1ccc(N2C(=O)NC(=O)C(=Cc3ccccc3OCC(=O)O)C2=O)cc1	0.3
COc1ccc2nc(SCC(=O)Nc3ccc(C(C)=O)cc3)[nH]c2c1	-2.8
COCCNC(=O)CN(c1ccc(C)cc1)S(=O)(=O)c1ccc(SC)cc1	1.8

Two of the compounds above, field by field.
SMILES: Cc1cc(C)nc(N2CCN(c3ncnc4c3cnn4-c3ccccc3)CC2)n1
- ER stress surv = 2.0
SMILES: CCOC(=O)c1c(CN(CCO)CCO)n(C)c2c1cc(OC(C)=O)c1c2c(-c2ccccc2)nn1-c1ccccc1
- ER stress surv = 3.0

Other records
SMILES	ER stress surv
CCc1nnc(NC(=O)c2ccc3c(c2)OCCO3)s1	-6.0
CCOC(=O)c1c(C)sc(Sc2ccccc2[N+](=O)[O-])c1OC(C)=O	-0.7
CCOc1ccc(/C=N/Nc2nc(-c3ccc(C)cc3)nc3ccccc23)c(O)c1	-15.9
CN(C)c1ccc(C(C#N)(C#N)C2C(=O)c3ccccc3C2=O)cc1	3.9
C=CCc1cc(/C=C2/C(=O)NC(=O)N(c3cccc(C)c3)C2=O)cc(OC)c1O	2.9
CCOc1ccccc1NC(=O)CSc1nc2ccccc2s1	3.0
O=C(Cn1c(-c2ccccc2)c[n+]2ccsc12)c1ccc([N+](=O)[O-])cc1	0.2
O=C(/C=C/c1c(Cl)cccc1Cl)Nc1ccccc1F	1.6
CC(NC(=O)c1cccs1)c1ccccc1 (stereo unspecified)	3.3
Clc1ccc(OCCCCN2CCOCC2)cc1	-5.2
Cc1ccc(-n2nc3cc(C)c(NC(=O)c4cccs4)cc3n2)cc1	3.3
O=C(NCCCCCCNC(=O)c1ccc(CN2CCOCC2)cc1)c1ccc(CN2CCOCC2)cc1	1.8
CCCN1CCC(=NNC(=O)c2cccc(Cl)c2)CC1	2.2
O=C(Nc1ccc([N+](=O)[O-])cc1)c1ccccc1C(F)(F)F	2.1
O=C(Nc1cccc(Cl)c1)c1cccc(NC(=O)c2cccs2)c1	-3.1
Cc1occc1C(=O)N/N=C/c1ccccc1	-16.3
COC(=O)C1=CN(Cc2ccccc2)C=C(C(=O)OC)C1c1ccc(Cl)c(Cl)c1	-2.0
COc1ccc(S(=O)(=O)CCc2nc3ccccc3o2)cc1	-1.2
Cc1ccc2nc(N3C(=O)c4cccc5cccc(c45)C3=O)sc2c1	6.6
CCOc1ccc(/C=C2\SC(=S)N(CCC(=O)N3CCOCC3)C2=O)cc1	0.1
C=C(C)COc1ccccc1/C=C1\N=C(c2ccc(F)cc2)OC1=O	2.5
COC(=O)C1=C(C)N(Cc2cccnc2)C(=O)/C1=C\c1cccc(Cl)c1Cl	0.9
COc1ccccc1CC(=O)Nc1ccc(Br)cc1C	5.5
NS(=O)(=O)c1ccc(NC(=O)CCCN2C(=O)/C(=C/c3ccc(Cl)cc3)SC2=S)cc1	1.0
NS(=O)(=O)c1ccc(CNC(=O)c2ccccc2Br)cc1	6.7
O=C(CSCc1ccc(F)cc1)Nc1ccccc1	5.0
COc1cc(NC(=O)c2cc(OC)c(OC)c(OC)c2)ccc1NC(=O)c1ccco1	-1.2
CCc1ccc(OCC(=O)Nc2ccc(O)c(-c3nc4ccccc4s3)c2)cc1	9.2
COc1ccc(S(=O)(=O)N2CCN(C(=O)c3ccccc3F)CC2)cc1	7.1
NNC(=O)CN1C(c2cccc(Cl)c2)=Nc2ccc(Br)cc2C1c1ccccc1 (stereo unspecified)	-1.3
CCCCOc1ccc(NC(=O)COc2cccc(C)c2C)cc1	11.2
Cc1ccc(S(=O)(=O)C(CC(=O)c2ccccc2)c2cccs2)cc1 (stereo unspecified)	-1.6
CCOC(=O)c1c(-c2ccc(Br)cc2)csc1NC(=O)CSc1ccccc1	9.6
CC1=NNC(=O)C1CCC(=O)N/N=C/C(Br)=C/c1ccccc1 (stereo unspecified)	-0.9
O=C(Nc1ccccc1C(=O)Nc1ccc(Br)cn1)c1ccccc1	1.5
Cc1ccc(C(C)C)c(OC(=O)/C=C/c2ccc([N+](=O)[O-])s2)c1	2.5
CCOc1ccccc1NC(=O)c1c(-c2c(Cl)cccc2Cl)noc1C	18.8
Cc1ccc(NC(=O)c2cnn(-c3ccccc3)c2NC(=O)c2ccccc2Cl)cc1C	3.2
COc1ccccc1N1CCN(S(=O)(=O)c2ccc(SC)cc2)CC1	0.1
Cc1ccc2nc(NC(=O)c3cccc4ccccc34)sc2c1	-1.2
Cc1cc(C)c(C(N)=O)c(Nc2ccc(C3CCCCC3)cc2)n1	-4.5
O=C(Nc1ccc(Cl)cc1)Nc1ccccc1C(=O)O	-7.1
COc1ccc(/C(O)=C2/C(=O)C(=O)N(CCCCCC(=O)O)C2c2ccc(Cl)cc2)cc1 (stereo unspecified)	4.9
O=C(Nc1ccc(I)cc1Cl)c1ccc(-c2ccccc2)cc1	-0.3
CCOc1ccccc1/C=C1/SC(=S)N(NC(=O)c2ccccc2C)C1=O	8.9

In the list so far, these have bromine:
SMILES	ER stress surv
O=C(NCCc1ccc(Cl)cc1)Nc1ccc(Br)cc1	-4.1
Fc1cccc(Cl)c1CSc1nnc(-c2ccc(Br)cc2)o1	11.7
COc1ccc(CN2CCN(C(=O)c3ccccc3F)CC2)cc1Br	-6.2
COc1cc(/C=N\NC(=O)CNc2ccc(C)cc2)cc(Br)c1O	-0.5
COc1ccccc1CC(=O)Nc1ccc(Br)cc1C	5.5
NS(=O)(=O)c1ccc(CNC(=O)c2ccccc2Br)cc1	6.7
NNC(=O)CN1C(c2cccc(Cl)c2)=Nc2ccc(Br)cc2C1c1ccccc1 (stereo unspecified)	-1.3
CCOC(=O)c1c(-c2ccc(Br)cc2)csc1NC(=O)CSc1ccccc1	9.6
CC1=NNC(=O)C1CCC(=O)N/N=C/C(Br)=C/c1ccccc1 (stereo unspecified)	-0.9
O=C(Nc1ccccc1C(=O)Nc1ccc(Br)cn1)c1ccccc1	1.5

The listing continues.
SMILES	ER stress surv
O=S(=O)(N/N=C/c1ccccc1C(F)(F)F)c1ccc(Cl)cc1	5.5
CC(C)C(C(=O)O)N1C(=O)/C(=C/c2ccccc2O)SC1=S (stereo unspecified)	-2.0
Cc1c(Cl)cccc1NC(=O)C1C(c2ccccc2)=C1c1ccccc1	8.8
Cc1cc(=O)[nH]c(N/N=C/c2ccccc2Cl)n1	8.7
O=C(/C=C/c1ccc(-c2ccccc2)o1)c1ccc(F)cc1	5.7
Cc1cccc(NC(=O)C2CC2(c2ccccc2)c2ccccc2)c1C (stereo unspecified)	1.6
CCOC(=O)C(CC(C)C)NC(=O)/C(=C\c1ccc(Br)cc1)NC(=O)c1ccccc1 (stereo unspecified)	-0.5
O=C(Cc1ccccc1)Nc1ccccc1C(=O)N1CCN(Cc2ccccc2)CC1	-1.7
CCOc1ccc(NC(=O)c2ccc(S(=O)(=O)N3CCOCC3)cc2)cc1	3.9
Cc1ccc(Cc2cnc(NC(=O)C3CCCO3)s2)cc1 (stereo unspecified)	-4.1
CC1=NN(c2ccc(S(N)(=O)=O)cc2)C(=O)/C1=C\c1ccc(-c2ccc(Br)cc2)o1	-2.7
CC(C)COc1ccc2c(c1)c1c3c(nccn32)CCC1	17.0
CCOc1ccc(CN2CCN(C(=O)c3cccc(F)c3)CC2)cc1	-1.1
COc1ccccc1NC(=O)CN(c1ccc(C)cc1)S(=O)(=O)c1ccc(F)cc1	8.3
CC(=O)NC(C(Cl)(Cl)Cl)S(=O)(=O)c1ccccc1 (stereo unspecified)	23.5
CCCCOc1ccc(N2C(=O)c3ccc4c5c(ccc(c35)C2=O)CC4)cc1	-3.0
CN1C(=O)/C(=C/c2ccc(N3CCCC3)cc2)C(=O)N(c2ccccc2)C1=S	2.3
O=C(Nc1sc2c(c1C(=O)NCCc1ccccc1)CCCCC2)c1ccccc1F	3.2
Cc1ccc2c(c1)c1c3n2CCN(C(=O)c2ccccc2Cl)C3CCC1 (stereo unspecified)	8.2
O=C(C1CC2CCC1C2)N1CCN(c2ccc([N+](=O)[O-])cc2)CC1 (stereo unspecified)	19.0
CC1=C(C(=O)OCCc2ccccc2)C(c2ccc(Br)cc2)NC(=O)N1 (stereo unspecified)	13.4
O=C(c1ccc([N+](=O)[O-])cc1Cl)N1CCN(c2ccc(F)cc2)CC1	6.2
NC(=O)c1ccccc1NC(=O)Cc1ccc([N+](=O)[O-])cc1	2.4
Cc1ccccc1N1C(=O)NC(=O)/C(=C\c2ccc(OCc3cccc(C(=O)O)c3)cc2)C1=O	4.9
CCOC(=O)C1=C(O)/C(=C/c2ccc(Cl)cc2Cl)SC1=Nc1cccc(Cl)c1	9.4
O=C(CCc1ccccc1O)N/N=C/c1cc([N+](=O)[O-])ccc1N1CCOCC1	-3.2
COCCOC(=O)C1=C(C)NC(=S)NC1c1ccc(OC)c(OC)c1 (stereo unspecified)	12.5
Cc1ccc(-c2ccc(C(=O)Nc3ccc(N4CCOCC4)cc3)o2)cc1Cl	0.6
Cc1c(-c2cccs2)nc2ccccc2c1C(=O)O	-3.1
O=C(Nc1ccc(F)cc1F)c1cnn2c1NC(c1ccco1)CC2C(F)(F)F (stereo unspecified)	-0.2
S=C(Nc1ccc(Cl)cc1Cl)NC1CCCC1	-2.2
O=C(N/C(=C/c1ccc2c(c1)OCO2)C(=O)N1CCOCC1)c1ccco1	1.9
O=C(O)c1c(Br)c(Br)c(Br)c(Br)c1C(=O)N1CCCC1	3.8
COc1ccc(Cl)cc1N(CC(=O)NCC1CCCO1)S(=O)(=O)c1ccc(C)c([N+](=O)[O-])c1 (stereo unspecified)	3.9
O=C(NCCN1CCOCC1)C1CC2CCC1C2 (stereo unspecified)	10.0
O=C1C(=O)N(CCCn2ccnc2)C(c2ccccc2[N+](=O)[O-])/C1=C(\O)c1ccc(Cl)cc1 (stereo unspecified)	6.7
CCOC(=O)/C(=C/C=C/N(C1CCCCC1)C1CCCCC1)C(C)=O	50.5*
CCCOC(=O)c1cccc(NC(=O)c2cccc(Cl)c2)c1	14.1
CC(C)(CO)NC(=O)NC12CC3CC(CC(C3)C1)C2	-4.4
COc1cc(C2C(C(=O)OCc3ccccc3)=C(C)NC(C)=C2C(=O)OCc2ccccc2)ccc1O	0.6
C/C(=N\NS(=O)(=O)c1ccc(Cl)cc1)C1CC2CCC1C2 (stereo unspecified)	9.4
COc1ccc(C(NC(=O)CC(C)C)NC(=O)CC(C)C)cc1OC	0.9
COC(=O)c1c(O)ccc(-c2ccc(OC)cc2)c1C(=O)OC	-5.2
Cc1c(Cl)cccc1NC(=O)CCCOc1ccccc1	5.6
COc1ccc2nc(NC(=O)c3ccc(C)c(C)c3)sc2c1	3.6
CC(=O)N(C(C)=O)c1ccc(Sc2ccc(Oc3ccc(Sc4ccc(N(C(C)=O)C(C)=O)cc4)cc3)cc2)cc1	-1.3
CCCCOc1ccc(S(=O)(=O)N=Nc2c(O)[nH]c3ccc([N+](=O)[O-])cc23)cc1	8.4
CC(=O)Nc1cc(-c2nc3cc(Cl)cc(Cl)c3o2)ccc1C	-0.1
Cc1ccc([N+](=O)[O-])c(OCC(=O)Oc2ccccc2)c1	4.0
CCN(CC)c1ccc(/C=C(\NC(=O)c2ccccc2)C(=O)NN)cc1	-7.7
O=[N+]([O-])c1ccc(-c2nnc(-c3ccc(Br)o3)o2)c(Cl)c1	6.5
COc1ccc(N(CC(=O)NCc2ccc(C)cc2)S(=O)(=O)c2ccc(OC)c(OC)c2)cc1	6.2
CCC(=O)Nc1nnc(COc2ccccc2)s1	5.7
Cc1ccc(C2Nc3ccccc3NC3=C2C(=O)CC(c2ccc(Cl)cc2)C3)cc1 (stereo unspecified)	4.5
Cc1occc1C(=O)Nc1ccccc1C(=O)O	4.3
O=C(CCCN1C(=O)/C(=C/c2cccs2)SC1=S)N1CCOCC1	8.8
N#Cc1c(SCC(=O)c2cccs2)nc2c(c1-c1ccncc1)CCCC2	4.0
Cc1[nH]nc(-c2ccccc2)c1Sc1ccccc1	-3.1
COc1ccc(OCC(=O)NCCc2ccc(OC)c(OC)c2)cc1	6.9

The list is partial (hit frequency here may not be typical).
